Source: PubChem (National Center for Advancing Translational Sciences (NCATS))
ALOX12 inh – inhibitors of human 12S-lipoxygenase ALOX12; purified 12hLO, xylenol orange hydroperoxide absorbance; hit rate 1.1% among 580,000; P18054; Potency, µM (doses to about 108 µM), inactives show at the top dose activity change, negative = inhibition, most hits filed as inhibitors; active = well fitted inhibition curve with a large enough effect; inconclusive = small, poorly fitted or top-dose-only effect, or another doubt; inactive = no such curve, though single readings can be large or run the other way
Target sequence (P18054 whole entry, looked up): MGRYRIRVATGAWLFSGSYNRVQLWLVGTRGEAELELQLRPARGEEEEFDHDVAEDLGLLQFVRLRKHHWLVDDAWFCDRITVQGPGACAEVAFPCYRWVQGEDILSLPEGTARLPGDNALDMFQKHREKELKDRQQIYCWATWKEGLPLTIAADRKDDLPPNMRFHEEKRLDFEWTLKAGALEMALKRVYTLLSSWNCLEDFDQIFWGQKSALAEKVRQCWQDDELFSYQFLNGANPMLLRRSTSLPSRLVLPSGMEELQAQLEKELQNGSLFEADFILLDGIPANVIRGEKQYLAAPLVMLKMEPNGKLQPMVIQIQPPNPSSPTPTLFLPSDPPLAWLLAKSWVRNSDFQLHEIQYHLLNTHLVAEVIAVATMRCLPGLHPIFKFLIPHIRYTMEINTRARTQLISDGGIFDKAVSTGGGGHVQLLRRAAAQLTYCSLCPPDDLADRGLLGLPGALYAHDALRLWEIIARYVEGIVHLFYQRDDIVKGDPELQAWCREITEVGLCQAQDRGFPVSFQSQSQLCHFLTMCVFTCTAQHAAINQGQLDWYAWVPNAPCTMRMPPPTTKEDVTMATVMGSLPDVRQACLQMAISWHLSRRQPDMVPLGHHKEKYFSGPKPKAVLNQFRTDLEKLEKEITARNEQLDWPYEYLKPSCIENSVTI
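Purified human 12hLO at 150 nM in 25 mM Hepes, 0.01% Triton X-100, pH 7.0, preincubated 15 min at room temperature with compound. Reaction started with 40 uM arachidonic acid, 30 min at room temperature. Hydroperoxide measured by Fe-xylenol orange, 573/405 nm absorbance ratio.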
* hit, by the source's call; u = inconclusive; [ ] = remark or other dose. % is scaled to controls: 0 for no effect and ±100 for the full control effect; potency is read from the fitted curve at half-maximal effect.

ALOX12 inh | structure
u | COc1ccc(Cn2cc(CN3CC(N4CCN(C5CCN(C)CC5)CC4)CS3(=O)=O)nn2)cc1 (stereo unspecified)
68%[activator] | Cc1nc2cc(C(=O)N3CCC(Cc4nncn4C(C)C)CC3)ccc2n1-c1ccc(C(C)C)cc1
u | CCCCN(Cc1ccccc1)c1ccc(NS(=O)(=O)c2ccc(C(C)C)cc2)cc1C(=O)O
96%[activator] | COc1ccc(C(=O)NCCc2ncc(C)n2C2CC2)cn1
16%[176 µM] | CN(C)c1cccc(NC(=O)C2=NO[C@@H]3CN(c4cccnc4)C[C@H]23)c1
-34% | Cc1cc(C)c(C(O)C(C)Sc2ccc(Cl)cc2)cc1C (stereo unspecified)
u | Cc1ccc(C)c(NC(=O)C2CCN(c3cc(C(F)(F)F)ncn3)CC2)c1
-6% | COc1ccc(N(Cc2nnc3n2CCCCC3)C(=O)Nc2ccccc2C)cc1OC
u | CCc1ccc(-c2csc(Nc3ccc(C(=O)O)c(O)c3)n2)cc1
25% | COC[C@@H]1CN(C(=O)Cc2ccccc2C)C[C@H]1C(N)=O
-26% | CCOC(=O)c1ccc(NC(=O)c2c(-c3ccc(OC)cc3)oc3ccc(OC)cc23)cc1
3% | CC(=O)Nc1ccc(CN(CCN2CCCCC2)CC2CCCN(C3CCCC3)C2)cc1 (stereo unspecified)

4 entries from above, with each value named:
SMILES: COc1ccc(Cn2cc(CN3CC(N4CCN(C5CCN(C)CC5)CC4)CS3(=O)=O)nn2)cc1 (stereo unspecified)
  ALOX12 inh = u

SMILES: Cc1nc2cc(C(=O)N3CCC(Cc4nncn4C(C)C)CC3)ccc2n1-c1ccc(C(C)C)cc1
  ALOX12 inh = 68%[activator]

SMILES: CCCCN(Cc1ccccc1)c1ccc(NS(=O)(=O)c2ccc(C(C)C)cc2)cc1C(=O)O
  ALOX12 inh = u

SMILES: COc1ccc(C(=O)NCCc2ncc(C)n2C2CC2)cn1
  ALOX12 inh = 96%[activator]

(next part)
ALOX12 inh | structure
23% | COCCn1c(N2CCC(C)CC2)nc2c1c(=O)[nH]c(=O)n2C
13% | CC(C)(O)CCc1cccc(C(=O)NCCOc2cccc3cccnc23)c1
u | CC(SCc1ccccc1)C(=O)NCc1ccco1 (stereo unspecified)
20%[176 µM] | CC(c1cccs1)N(C)C(=O)c1ccccc1F (stereo unspecified)
0% | Cc1nnc([C@@H]2CC(F)(F)CN2C(=O)c2occc2C)o1
-18% | Cc1cc(C)c(CNC(=O)[C@H]2CNC[C@@H](C(=O)N3CCCC3)C2)cn1
u | CC(C)C[C@@H]1CC2=C(C(=O)OC(C)(C)O2)[C@H](CCc2ccccc2)O1
u | Cc1ccccc1-c1ccc2ncnc(N3CCNCC3)c2c1
-9% | Cc1cccc(N(Cc2nc3nc(C)cc(C)n3n2)S(=O)(=O)c2ccccc2)c1
15% | O=C(c1ccc(Br)cc1)N1CCC(n2cnnc2C2CC2)CC1
3% | COc1ccccc1CC(=O)NCc1nnc2ccc(-c3ccc(C)cc3)nn12
39%[176 µM] | Cc1ccc(-c2nnc3ccc(NCc4cccs4)nn23)nc1
7% | CCn1ccc(C(=O)N2CCCC(c3nnnn3C)C2)n1 (stereo unspecified)
10% | CCOc1ccccc1C(=O)N1CCN(c2cc(-c3ccc(F)cc3)[nH]n2)CC1
3%[6.33 µM] | O=C(c1ccccc1)N1CCC2(CC1)COc1ccccc1[S+](=O)([O-])N2
45%[activator][176 µM] | COCCCNC(=O)c1cnc2c(c1)N(C(=O)Cc1cn(C)c3ccccc13)CCC2
u | CN(C(=O)CSc1nnc(-c2cccnc2)o1)C1(c2ccccc2Cl)CCCCC1=O (stereo unspecified)
65%[activator] | CCOc1ccc(NC(=O)C2CCN(C(=O)c3ncn4c3COC(c3ccc(F)cc3)C4)CC2)cc1 (stereo unspecified)
3% | Cc1ccc(Cn2c(C3CCN(C(=O)c4ccccn4)CC3)n[nH]c2=O)cc1
9%[176 µM] | CN1CCN(Cc2ccc(Nc3cnc4ccc(-n5ccnc5)nn34)cc2)CC1
6%[176 µM] | Cc1cc(F)ccc1OC1CN(Cc2ccc(C#N)cc2)C1
0% | CC(CO)NS(=O)(=O)c1cccc(C(=O)NCCc2ncnn2C)c1 (stereo unspecified)
2% | Cn1cnc2c1c(=O)n(CCCN1CCCCCC1)c(=O)n2C
95%[activator] | O=C(CCC[C@@H]1[C@H]2CCCN3CCC[C@@H](CN1C(=O)c1ccccc1)[C@@H]23)NCCCN1CCCC1=O

Sorted by value in ALOX12 inh (high to low): 3 from the list above.
ALOX12 inh | structure
10% | CCOc1ccccc1C(=O)N1CCN(c2cc(-c3ccc(F)cc3)[nH]n2)CC1
7% | CCn1ccc(C(=O)N2CCCC(c3nnnn3C)C2)n1 (stereo unspecified)
-6% | COc1ccc(N(Cc2nnc3n2CCCCC3)C(=O)Nc2ccccc2C)cc1OC

The listing continues.
ALOX12 inh | structure
u | O=[N+]([O-])c1ccc(N=Cc2cccnc2)cc1
-26% | COc1ccc(C(=O)COC(=O)C(CC(=O)c2ccccc2)Nc2ccccc2OC)cc1 (stereo unspecified)
16% | Cc1ccc(-n2nc3n(c2=O)CCN(C(=O)c2ccccc2)C3)cc1
2% | Cn1c(=O)c2c(ncn2CCCC(=O)Nc2ccc(I)cc2)n(C)c1=O
7% | COCCN1CCC(N2CCN(C(=O)c3ccc(Cl)s3)CC2)C1=O (stereo unspecified)
43%[activator] | CCc1cccc(NC(=O)C2CCN(C(=O)c3ncn4c3COC(c3ccc(F)cc3)C4)CC2)c1 (stereo unspecified)
u | Cc1sc(NC(=O)c2ccc(CN(C)C)cc2)nc1-c1ccc(Br)cc1
u | COc1ccc(OC)c(CN2C(=O)CCC2(C)c2nnnn2Cc2ccccc2)c1 (stereo unspecified)
-2% | CSCCC(=O)NCc1ccccc1F
38% | O=C(NC1CCCc2c1cnn2-c1ccc(F)cc1F)c1ccsc1 (stereo unspecified)
74%[activator][176 µM] | COCCNC(=O)c1nc(-c2ccccc2OC)c2ccccn12
-8% | CN1OC[C@@H]2CN[C@H](c3ccc(-n4ccnc4)cc3)C[C@@H]21

2 consecutive records from above, for reference:
ALOX12 inh | structure
u | O=[N+]([O-])c1ccc(N=Cc2cccnc2)cc1
-26% | COc1ccc(C(=O)COC(=O)C(CC(=O)c2ccccc2)Nc2ccccc2OC)cc1 (stereo unspecified)

(continued)
ALOX12 inh | structure
-1% | O=C(c1ccc[nH]c1=O)N1CC(F)(F)C[C@H]1c1nc(C2CC2)no1
1% | O=C(Nc1ccon1)c1sc2cccc(Cl)c2c1Cl
-5% | Cc1ccc(-c2nc3c4ccccc4ccn3c2Cc2cccc(Cl)c2)cc1
-1% | CCCCc1nn2c(=O)cc(CSCC(=O)Nc3cccc4ccccc34)nc2s1
-1% | CCc1c(C)sc(NC(=O)C#Cc2ccccc2)c1C#N
36%[activator] | Cn1nnnc1C1CCCN(C(=O)CC2CCCC2)C1 (stereo unspecified)
25% | COc1ccc(NC(=O)Cn2c(N(C)Cc3ccccc3)nc(C)cc2=O)cc1OC
49% | CCN1C(=O)C2(CCN(C(=O)c3ccc(OC(C)C)cc3)CC2)c2ccccc21
-6% | CCCN1CCCCC(NC(=O)OC(C)(C)C)C1=O (stereo unspecified)
7% | COC(=O)C1=C(C)NC(C)=C(C(=O)OC)C(N2C(=O)CCC2=O)C1 (stereo unspecified)
u | CC(C)CCn1c(=O)n(CC(=O)O)c(=O)c2c3c(sc21)COC(C)(C)C3
37%[activator] | CCCc1ncncc1C(=O)N1CCc2onc(-c3ccccc3F)c2C1
-6% | CCc1ccc(NC(=O)COc2ncnc3ccccc23)cc1
-94% | CCCCCc1c(-c2cccc(Br)c2)ncn1CCc1ccccc1OC
41%[activator] | COC[C@H]1NC(=O)CC[C@H]1C(=O)Nc1ccc2c(c1)OCCO2
-5% | O=C(c1cc(-c2cccnc2)nc2ccccc12)N1CCCC2(CCOC2)C1 (stereo unspecified)
28% | COc1ccc(-c2cc3ccc(OS(=O)(=O)c4ccc(F)cc4)cc3oc2=O)cc1OC
-13% | CC1(c2ccccc2)N(Cc2ncccn2)C(=O)OC12CCN(Cc1cccc(OC(F)(F)F)c1)CC2 (stereo unspecified)
30% | CN1C(=O)c2cccn2CC1C(=O)N1CCCC1 (stereo unspecified)
u | Cc1cc(NC(=O)CCc2ncc(-c3ccc(F)cc3)o2)no1
6%[176 µM] | COc1cccc(NC(=O)N[C@H]2C[C@@H](c3nc(C)no3)N(C)C2)c1
0% | COc1cccc(Nc2ncc3nc(CCc4ccccc4)c(=O)n(C4CC4)c3n2)c1
-6% | Cc1ccc(/C=C(/C#N)C(=O)C(C)C)c(C)c1
26% | Cc1ccc(NC(=O)C2Cc3ccccc3O2)cc1S(N)(=O)=O (stereo unspecified)
1% | COc1ccc(NC(=O)Cn2c(-c3ccccc3)nc(C)c(CCO)c2=O)cc1Cl
u | COc1ccc(C)cc1-c1csc(N)c1C#N
19% | CCc1ccc(N2CN(Cc3cccnc3)Cn3c2nc(C)c(C)c3=O)cc1
-15% | Cc1cccc(Cl)c1NC(=O)C(Nc1ccccc1)c1ccccc1F (stereo unspecified)
23% | c1ccc(-c2noc(-c3ccn4c(CN5CCOCC5)nnc4c3)n2)cc1
2%[176 µM] | CC1(CNc2ccccc2)COc2ccc(C(=O)NC3CCC(O)CC3)cc2N1 (stereo unspecified)
-3% | Cc1cccc(N2Cc3c(ncnc3N3CCC(N4CCOCC4)CC3)CN(C)C2=O)c1
40% | CN(C)C(=O)c1cc2c(s1)CCC(C(=O)NCc1ccncc1)C2 (stereo unspecified)
42%[activator][176 µM] | CN(C)CCNC(=O)C[C@@H]1CCNC[C@@H]1Cc1cc(CN(C)Cc2ccccc2)on1
15% | O=C(O)COc1ccc(-c2nccc3c2C(=O)N(Cc2ccccc2)CC(COc2ccc4cccnc4c2)O3)cc1 (stereo unspecified)
27% | O=C(COc1cc(Cl)ccc1Cl)NCc1cccc(NC(=O)C2CC2)c1
4%[6.33 µM] | O=C(Cc1ccccc1)N1CCC2(CC1)COc1ccccc1[S+](=O)([O-])N2
25% | CN(C(=O)Cn1cccc1-c1nc(-c2ccccc2)no1)c1ccc(F)cc1
13% | CCCCn1nc(C(=O)N2CCCC(c3nc4ccccc4s3)C2)c2ccccc2c1=O (stereo unspecified)
32%[activator] | Cc1ccc(CNC(=O)C2CCN(C(=O)c3nnn4cc(C)[nH]c(=O)c34)CC2)cc1
-30% | O=c1c2ccccc2cnn1CN1CCN(S(=O)(=O)c2cccc(Cl)c2)CC1
-26% | CCNC(=O)NC(=O)COc1ccc(C(=O)c2ccc(F)cc2)cc1
7% | CCOc1cc(CNCC2CCCO2)ccc1OCc1ccccc1 (stereo unspecified)
53%[activator] | COCC(=O)NC1CCC12CCN(C(=O)c1cc3ccccc3[nH]1)CC2 (stereo unspecified)
u | O=C(Cc1ccc2c(c1)OCO2)N1CCc2c(n(CCOc3ccccc3)n(-c3ccccc3)c2=O)C1
15% | Cn1c(=O)c2c(nc(N3CCN(c4ccccn4)CC3)n2Cc2ccccc2F)n(C)c1=O
5% | Cc1n[nH]c(C)c1C
u | CCOc1cc(C2N=C(N)Nc3nc4cc5c(cc4n32)OCCCO5)cc(Cl)c1O (stereo unspecified)
-18% | Cc1cc(Oc2cccnc2)ccc1NC(=O)CCc1c[nH]c2ccccc12
-4% | CSc1ccc(C2CC(=O)N(c3cccc(C(F)(F)F)c3)C3=C2C(=O)OC3)cc1 (stereo unspecified)
5%[176 µM] | Cc1ccc2nc3n(c2c1)[C@@H](CNC(=O)CCC(=O)O)COC3
36% | CSc1ccccc1C(=O)N1CC(C)CC(C)C1 (stereo unspecified)
-16% | O=C(c1csc(N2CCN(c3ccccc3)CC2)n1)N1CCCCCC1
-29% | COC(=O)c1ccc2nc(-c3ccccc3)c(Cc3cccc(Cl)c3)n2c1
28% | CCCN(CC1CCOC1)C(=O)Nc1ccccc1Br (stereo unspecified)
3% | Cc1noc(-c2cn(C3CCN(C(=O)c4ccc(Cl)s4)C3)nn2)n1 (stereo unspecified)
12% | COc1cccc(CN2C(=O)CCCCC2C(=O)N(C)CCc2c(C)nn(C)c2C)c1 (stereo unspecified)
-1% | COc1ccc(-c2cc(NC(=O)Cc3c(C)[nH]c4ccccc34)ccc2Nc2cccnc2)cc1F
u | O=C1CC(C(=O)O)C2(CCCCC2)O1 (stereo unspecified)
5% | CC(O)CN(CCN(CC(C)O)CC(C)O)CC(C)O (stereo unspecified)
-1% | CCOc1ccc(NC(=O)Cc2ccccc2)c2cccnc12

(more compounds)
ALOX12 inh | structure
47%[activator] | CN(C)C(=O)c1cccnc1OC1CCN(Cc2cccnc2)CC1
59%[activator] | COC1CN(c2cccc(F)c2)C12CCN(C(=O)CC1CCN(C(C)=O)CC1)CC2 (stereo unspecified)
11% | Cc1ncc2c(c1CNC(=O)/C=C/c1cccs1)CCN(C(=O)c1c(C)noc1C)C2
39%[activator] | Cc1ccc(NC(NC(=O)c2ccc(Cl)cc2)C(Cl)(Cl)Cl)cc1 (stereo unspecified)
45%[activator] | COCCN1CCCCCC(O)c2cc(C(=O)NCCCN(C)C)ccc21 (stereo unspecified)

Only part of the results is shown, so the mix of outcomes need not match the whole.
